Assay outcomes (PubChem BioAssay)
Eya2 inh – inhibitors of human Eya2 phosphatase activity | AID 488837 | Potency, µM (series often up to 76.9 µM), for the others: at the top dose activity, negative = inhibition, hits mostly inhibitors | 330,000 compounds, 0.006% hits | recombinant Eya2, OMFP fluorescence dephosphorylation (OMFP is methylfluorescein phosphate); note: potency is the fitted concentration of half-maximal effect; % is set by controls: 0 for no effect and ±100 for the full control effect
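Eya2 (0.2 uM) preincubated 10 min at ambient with compound, then OMFP substrate added at 50 uM; 10 min reaction in 50 mM HEPES pH 7.5, 50 mM NaCl, 5 uM MgCl2, 0.05% BSA, 1 mM DTT. Fluorescence read at Ex 485/Em 525 nm.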
Mito fusion act – inhibitors of mitochondrial division or activators of mitochondrial fusion. S. cerevisiae fusion-defective mutant growth rescue, CellTiterGlo 48 h. Potency, µM (series often up to 46.1 µM), for the others: at the highest dose growth rescue (activation), most hits filed as activators. AID 485298. 320,000 compounds, 0.23% hits;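 note: potency is the fitted concentration of half-maximal effect; % of control where 0% means no effect; nearly all actives have a fitted effect of over 45% in size; temperature-sensitive fusion mutants such as fzo1-1 at 37 °C on non-fermentable ethanol glycerol medium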
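Yeast fusion mutant, YPEG (non-fermentable carbon), compound, 48 h at 37C non-permissive; CellTiterGlo added, 10 min RT, luminescence read. Rescued growth = division inhibition.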
Chronic BCR inh – blocks chronic active B-cell receptor signaling. AID 493014. ABC-DLBCL IkBa-CBG/CBR reporter, luminescence ratio, 4 h. 340,000 compounds, 0.05% hits. Potency, µM (titrated, usually from 46.1 µM), inactives show at the highest dose ratio change, negative = lower green/red ratio, most hits filed as inhibitors; active = well fitted inhibition curve with a large enough effect in the signal ratio, with a control signal flat, not every such curve was filed as active; inconclusive = small, poorly fitted or top-dose-only effect, or effect the other way, or a change in a side signal; the % refers to the signal ratio;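 note: potency is the fitted concentration of half-maximal effect; plate controls were basal doxycycline-induced cells for no effect and cells given 10 µM MG132 for full effect; MG132 reads +100%, hits lower the ratio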
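Concentration-response series (up to 46 uM) were applied to TMD8 dual-reporter cells for 4 h at 37C with doxycycline. Green/red ratio, after filter-overlap correction, defined %Activity; red signal alone was normalised to basal cells and zero luminescence.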
PTAP TSG101 blk – blocks PTAP/TSG101 interaction to inhibit HIV-1 budding | 340,000 tested, under 10 active | Q99816 | Fluorescence polarization, FITC-PTAP peptide / Tsg101 binding | Potency, µM (series often up to 115 µM), for the others: top-dose activity change, negative = inhibition, usual class: inhibitors; active = well fitted inhibition curve with a large enough effect in the main read-out, with a control signal flat, not every such curve was filed as active; inconclusive = small, poorly fitted or top-dose-only effect, or effect the other way, or a change in a side signal; inactive = no such curve, though single readings can be large or run the other way; note: potency is the fitted concentration of half-maximal effect; % of control where 0% means no effect
Target sequence (Q99816 whole entry, looked up): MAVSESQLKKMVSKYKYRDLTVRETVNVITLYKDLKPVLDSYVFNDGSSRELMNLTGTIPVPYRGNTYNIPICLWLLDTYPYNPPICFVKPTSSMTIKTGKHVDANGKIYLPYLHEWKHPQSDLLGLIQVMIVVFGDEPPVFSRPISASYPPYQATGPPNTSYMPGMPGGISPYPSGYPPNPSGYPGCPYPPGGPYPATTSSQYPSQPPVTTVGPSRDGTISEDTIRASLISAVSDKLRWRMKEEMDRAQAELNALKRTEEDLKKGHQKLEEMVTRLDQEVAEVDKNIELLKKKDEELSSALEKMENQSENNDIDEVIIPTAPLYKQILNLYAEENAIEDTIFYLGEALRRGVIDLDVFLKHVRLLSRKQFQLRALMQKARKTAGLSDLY
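Steps: Tsg101 binding domain dispensed (10 uM final), compounds pinned in DMSO, FITC-labeled PTAP-motif peptide added (50 nM final); after 20 min binding at room temperature, polarization measured.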
uPA generation – cell surface uPA generation inhibition; cell surface uPA generation assay, qHTS; Potency, µM (series often up to 38.3 µM), inactives show top-dose activity change, negative = inhibition, actives largely listed as inhibitors; 330,000 compounds, 0.31% hits; active = well fitted inhibition curve with a large enough effect; inconclusive = small, poorly fitted or top-dose-only effect; inactive = no such curve, though single readings can be large or run the other way; tested in mouse RAW 264.7 cells; note: potency is the fitted concentration of half-maximal effect; % is set by controls: 0 for no effect and ±100 for the full control effect; nearly all actives have a fitted effect of over 55% in size
Tb PFK inh – blocks T. brucei phosphofructokinase | O15648 | AID 485367 | T. brucei PFK, ADP-Glo luminescence | 330,000 compounds, 0.17% hits | Potency, µM (titrated, usually from 57.5 µM), for the others: top-dose activity, negative = inhibition, actives largely listed as inhibitors;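 note: potency is the fitted concentration of half-maximal effect; 0% = uninhibited 1x PFK enzyme wells and -100% = no-enzyme wells; nearly all actives have a fitted effect of over 60% in size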
Target sequence (O15648 whole entry, looked up): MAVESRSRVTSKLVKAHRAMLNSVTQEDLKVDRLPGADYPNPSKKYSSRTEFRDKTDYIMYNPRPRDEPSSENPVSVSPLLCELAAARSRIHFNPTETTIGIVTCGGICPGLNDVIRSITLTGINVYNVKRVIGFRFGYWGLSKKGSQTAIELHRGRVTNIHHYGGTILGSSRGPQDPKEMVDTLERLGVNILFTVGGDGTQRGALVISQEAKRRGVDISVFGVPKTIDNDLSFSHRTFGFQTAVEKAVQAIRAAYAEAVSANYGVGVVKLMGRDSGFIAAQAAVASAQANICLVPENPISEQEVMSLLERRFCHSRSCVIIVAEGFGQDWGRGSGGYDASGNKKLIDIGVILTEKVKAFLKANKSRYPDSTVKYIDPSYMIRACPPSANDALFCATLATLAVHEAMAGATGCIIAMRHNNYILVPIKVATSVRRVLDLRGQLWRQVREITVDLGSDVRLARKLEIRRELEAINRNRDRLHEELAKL
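1.25 nM PFK with 0.5 mM F6P and 0.1 mM ATP in 0.1 M TEA pH 8.0, 5 mM MgCl2, incubated 45 min at room temperature; ADP measured by ADP-Glo luminescence; compounds titrated up to 57 uM.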
ELG1 repair inh – ELG1-dependent DNA repair inhibition; HEK293T ELG1-luciferase reporter, luminescence, 16 h; DNA damage induced by 5-fluorouridine; 330,000 compounds, 2.3% hits; Potency, µM (top dose mostly 46.1 µM), inactives show at the top dose activity change, negative = inhibition, hits mostly inhibitors; note: potency is the fitted concentration of half-maximal effect; % is set by controls: 0 for no effect and ±100 for the full control effect; nearly all actives have a fitted effect of over 55% in size
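In this reporter screen, reduction of luminescence relative to DMSO vehicle indicated activity. Compounds and 5-fluorouridine were added together to 2,000 cells per well, incubated for 16 hr at 37 °C, then developed with ONE-Glo.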
TSHR antagonist – antagonists of human thyroid stimulating hormone receptor; P16473; TSHR-expressing cells, TSH-stimulated cAMP HTRF, 2 h; hits give low values; activity change, negative = inhibition, % at 11.5 µM; 330,000 compounds, 0.2% hits; AID 504810;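 active = activity change below a set negative limit, meaning inhibition stronger than a set level, cut at about -70% in these data; inconclusive = activity change between two set negative limits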; note: % is set by controls: 0 for no effect and ±100 for the full control effect
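Cell-based HTRF cAMP assay; TSHR cells + compound, TSH EC80 (4nM final), 2 h, 37 deg C. Lysis with anti-cAMP cryptate and cAMP-d2, 30 min RT, read 665/620 nm.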
USP2a block – inhibitors of human ubiquitin-specific protease USP2a | Potency, µM (highest dose often 38.3 µM), without a hit: top-dose activity change, negative = inhibition, hits mostly inhibitors | USP2 core, Ub-CHOP2 coupled fluorogenic reporter, 485/531 | 330,000 compounds, 0.01% hits | O75604;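 note: potency is the fitted concentration of half-maximal effect; plate controls were DMSO wells for no effect and full inhibition by NEM control for full effect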
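USP2 core (10nM final) preincubated 30min RT with compound in 20mM Tris-HCl pH 8.0, 2mM CaCl2, 2mM beta-mercaptoethanol, 0.05% CHAPS; 25nM Ub-CHOP2 plus 25nM reporter substrate added, fluorescence (Ex485/Em531) read after 60min.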
TCR act – activates T cell receptor signaling; Potency, µM (titrated, usually from 9.22 µM), without a hit: at the highest dose activation of IL-2 secretion, most hits filed as activators; primary human leukocytes, anti-CD3, IL-2 HTRF, 48 h; 330,000 tested, under 10 active; note: % of control where 0% means no effect
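TCR engagement came from a-CD3 beads alone, with compounds added to primary human leukocytes for 48 hr. Secreted IL-2 bridged europium cryptate- and d2-labelled anti-IL-2 antibodies, giving FRET emission at 665nm after 320nm excitation.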
B2AR arrestin – beta2AR (human) beta-arrestin recruitment activity. P07550. beta-arrestin recruitment to beta2AR, cell-based reporter. Potency, µM (series often up to 46.1 µM), without a hit: at the top dose activation, actives largely listed as activators. 330,000 compounds, 0.02% hits. AID 492947;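 note: potency is the fitted concentration of half-maximal effect; 0% = DMSO controls and full agonism = EC100 isoproterenol or metaproterenol; nearly all actives have a fitted effect of over 65% in size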
An asterisk follows results filed as active; ? = inconclusive; · = no result given; [ ] = remark or other dose. Unless noted, calls come from the whole dose curve; as a rule, active = well fitted curve in the direction sought with a large enough effect; inconclusive = small, poorly fitted or top-dose-only effect, or another doubt; inactive = no such curve, though single readings can be large; an effect the other way counts as inactive or inconclusive.

SMILES | Eya2 inh | Mito fusion act | Chronic BCR inh | PTAP TSG101 blk | uPA generation | Tb PFK inh | ELG1 repair inh | TSHR antagonist | USP2a block | TCR act | B2AR arrestin
CC1=NOC(=O)/C1=C\c1ccc(-c2ccc(Br)cc2C(=O)O)o1 | 9% | -3% | 1% | -1% | 2% | ? | 21% | -2 | -1% | 0% | -0.1%
O=C(O)C1CCCCN1C(=O)c1cc2c(s1)CCCCC2 (configuration not stated) | -3% | 4% | ? | -10% | -11% | 0% | 21% | -7 | -1% | -82% | -0.1%
C=CCSc1n[nH]c(-c2ccc(OCCC)cc2)n1 | -6% | 17% | ? | -5% | · | -18% | ? | -10 | 0% | · | -0.9%
O=C(c1ccc2[nH]ccc2c1)N1CCCC(Nc2ccccc2)C1 (configuration not stated) | -13% | 30% | -8% | 2% | 10% | 2% | ? | 10 | 2% | 0% | 0.2%
CCC1=NN(C(=O)c2ccc([N+](=O)[O-])cc2)C(O)(c2ccccc2)C1 (configuration not stated) | 2% | -11% | -10% | -1% | -1% | -8% | ? | -10 | 1% | -4% | -0.9%
O=S(=O)(NCC1CCN(c2ccc(S(=O)(=O)N3CCOCC3)cc2)CC1)c1ccc(F)cc1 | -7% | -9% | 11% | 1% | -13% | 4% | ? | 16 | 1% | -1% | -0.1%
Cc1ccn(CCC(=O)N2c3ccccc3CC2C)n1 (configuration not stated) | 6% | -19% | 10% | -6% | 8% | 1% | 1% | -5 | 1% | -3% | -0.2%
C=CCn1c(N)c(C(=O)Nc2cccc(C)c2)c2nc3ccccc3nc21 | -6% | -8% | 24% | -1% | 6% | -1% | -1% | 13 | -9% | 3% | -0.3%
CCCCCC(=O)Nc1ccc(C(=O)N/N=C/c2ccc([N+](=O)[O-])cc2)cc1 | 2% | 0% | 2% | -2% | 0% | 10% | -1% | 0 | 5% | -4%[46.1 µM] | -0.3%
c1ccc(-n2c(Sc3cnccn3)nnc2-c2cccs2)cc1 | -26% | -4% | 4% | -5% | 3% | -4% | 3% | 16 | 2% | 2% | -0.5%
C/C=C/c1ccc(OCC(=O)OCc2csc(Nc3ccc(C)cc3)n2)c(OC)c1 | -6% | -6% | ? | 11% | 1% | 3% | ? | -2 | 2% | 11%[46.1 µM] | -0.1%
O=C(C1CCCO1)N(Cc1ccccc1)c1ccccc1 (configuration not stated) | -14% | -3% | 4% | -4% | · | 0% | 11% | 9 | 3% | -4% | -0.1%
CSCCC(NC(=O)c1ccco1)C(=O)NCC1CCCCC1 (configuration not stated) | -5% | -1% | 6% | -3% | -19% | 0% | 2% | 15 | -1% | 8% | -0.2%
Cc1c(/C=N\NC(=O)c2ccc([N+](=O)[O-])cc2)cnn1C | -3% | -6% | 0% | -5% | -2% | -7% | -7% | 11 | 0% | 2%[46.1 µM] | 2.9%
CCOc1ccc(NS(=O)(=O)c2cccc(C(=O)NCC3(N(C)C)CCCCC3)c2)cc1 | -8% | -7% | 4% | 0% | -3% | -5% | 14% | 15 | -1% | 0% | -2.4%
S=C(NCc1ccccn1)Nc1ccc(Cl)cc1 | ? | -10% | ? | -3% | -5% | 0% | 18% | 11 | 1% | 4% | 0.3%
CCC(=O)C1CCCN(C(=O)c2ccc(OC)c(OC3CCN(C(C)=O)CC3)c2)C1 (configuration not stated) | 0% | -1% | 1% | -7% | 1% | 5% | 4% | -7 | 1% | 2% | -0.1%
CN1CCCN(C(=O)c2cccc(Br)c2)CC1 | 4% | -1% | 4% | 0% | -5% | -1% | -2% | 5 | -1% | · | 0.0%
Cc1c(C(=O)NCc2ccco2)oc2c(Cl)cccc12 | -9% | -7% | -12% | 1% | -18% | -2% | -2% | 3 | 3% | -6% | 0.2%
COc1ccc(CCN(C)c2ccc(S(=O)(=O)N3CCCC3)cc2[N+](=O)[O-])cc1OC | -12% | 2% | -14% | -6% | -10% | 2% | -28% | -9 | 3% | 4%[46.1 µM] | -1.0%
CSc1ncc(Cl)c(C(=O)Nc2ccccc2C)n1 | ? | -1% | ? | -7% | -7% | -2% | -5% | -4 | -1% | 0% | 0.0%
O=C(O)c1ccc(NNC(=S)Nc2cc(C(F)(F)F)ccc2Cl)cc1 | -5% | -2% | ? | -12% | 6% | 10% | ? | 8 | -4% | -3% | 0.1%
O=C1C=C(c2ccc(F)nc2)C[C@@H](c2ccc3c(c2)OCO3)C1 | -4% | 13% | -3% | -2% | -1% | -4% | -23% | -9 | 0% | 2% | 0.0%
CC(C)c1c(C(=O)N/N=C/c2ccncc2)nnn1-c1nonc1N | -3% | -5% | 0% | -1% | ? | 1% | 5% | 19 | 4% | -3% | -0.6%
COc1ccccc1N1CCN(C(c2ccccn2)c2nnnn2C2CCCCC2)CC1 (configuration not stated) | -42% | 10% | 19% | -9% | 1% | 2% | -4% | -4 | -1% | -3% | 0.4%
CCOC(=O)C1(Cc2cccc(F)c2)CCN(CC(O)CO)CC1 (configuration not stated) | 13% | -5% | -2% | -2% | -2% | 1% | 12% | -10 | 0% | 5% | -0.4%
CCC1Oc2ccccc2N(CC(=O)NCc2ccco2)C1=O (configuration not stated) | 16% | -6% | 12% | -1% | ? | -3% | 2% | -1 | 10% | -3% | -0.9%
Oc1ccc(Br)cc1-c1cc(-c2ccc(Cl)cc2)n[nH]1 | 9% | 23% | ? | -1% | 1% | 0% | ? | -13 | -3% | 0% | 0.3%
CCOc1ccc(C(C)=O)cc1CN1c2ccc(S(N)(=O)=O)cc2CC1C (configuration not stated) | 3% | -4% | -4% | -5% | -5% | -4% | 0% | 27 | 4% | 2% | 0.4%
COc1ccc(C2C(C(=O)N3CCN(c4ccccn4)CC3)CCC(=O)N2c2ccc(OC)cc2)cc1 (configuration not stated) | 1% | 17% | ? | 0% | 4% | -5% | 1% | 6 | 3% | 9% | 0.4%
CCOC(=O)N1CCN(C(=O)CSc2nnc(Cn3c(=O)sc4ccccc43)n2C)CC1 | -19% | -1% | ? | -1% | -3% | 10% | 8% | -11 | -2% | -2%[46.1 µM] | -0.4%
COc1ccc(/C=N/NC(=O)c2cc(C34CC5CC(CC(C5)C3)C4)[nH]n2)cc1O | -14% | -1% | -4% | 0% | 0% | -10% | ? | -9 | -1% | 0% | 0.0%
CCOC(=O)/C=c1\s/c(=C\c2ccc(C#N)cc2)c(=O)n1CC(=O)NCc1ccco1 | 8% | 1% | -6% | -3% | -2% | 1% | 2% | 6 | 1% | 1% | 0.1%
Cc1nn(-c2ccccc2)c(C)c1C=O | 3% | -2% | -9% | 0% | 5% | 3% | -9% | 0 | 7% | -8% | -0.5%
CCOc1cc(C#N)ccc1OCC(=O)N1CCc2ccccc2C1 | 7% | 4% | -1% | -3% | 3% | -2% | 9% | -8 | 4% | -3% | -0.2%
NC(=O)NCCN1CCN(c2ncc(C(F)(F)F)cc2Cl)CC1 | -3% | -1% | 10% | 4% | 11% | -3% | -4% | 5 | 1% | -1% | 0.3%
CC(NC(=O)COC(=O)CC(c1ccccc1)c1ccccc1)c1ccccc1 (configuration not stated) | -4% | 29% | -4% | -5% | -15% | -1% | -15% | 34 | 8% | 2%[46.1 µM] | -0.4%
COc1cccc(-n2cc(CN(C)Cc3nc(Cc4ccccc4)no3)cn2)c1 | 5% | 5% | ? | 1% | -4% | 8% | ? | -7 | 1% | · | -0.7%
Cc1ccc(S(=O)(=O)N(C)C[C@@H]2Oc3ccc(NS(C)(=O)=O)cc3CC(=O)N([C@H](C)CO)C[C@@H]2C)cc1 | 9% | · | 0% | 0% | -5% | 0% | 16% | 12 | 2% | 0% | 0.0%
COc1ccc(C(=O)O)cc1S(N)(=O)=O | 3% | 5% | -3% | 2% | 2% | -1% | 6% | -4 | 10% | · | 0.2%
O=C(COC(=O)CNC(=O)C1CCCCC1)Nc1ccccc1 | 4% | · | 1% | 1% | 2% | 6% | 15% | -5 | 1% | 7% | -0.6%
O=C(NCCc1ccccc1)c1cccc2c1C(=O)N(C1CCCCC1)C2 | -6% | -8% | -2% | -2% | -1% | -1% | ? | -5 | 3% | -17% | 0.3%
